Screening results as filed in PubChem.
GLS inh = glutaminase GLS (human) inhibition | O94925 | GLS enzymatic activity, qHTS titration | Potency, µM (top dose mostly 45.5 µM), for the others: at the highest dose activity change, negative = inhibition, usual class: inhibitors | actives 0.21% (n = 410,000) | AID 624170; further: on the % scale 0 is the no-effect control and ±100 the full control effect
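Compounds were pin-transferred onto hKGA, after which L-glutamine (1 mM solution) and a detection mix of glutamate oxidase, HRP and Amplex Red were added. Initial and 30 min RT fluorescence reads were collected.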
Tb PGK inh = T. brucei PGK inhibition. P07378. PGK/GAPDH coupled, Kinase-Glo luminescence, 60 min. Potency, µM (top dose mostly 57.5 µM), for inactives: at the top dose activity change, negative = inhibition, hits mostly inhibitors. actives 0.043% (n = 380,000). AID 602233; further: on the % scale 0 is the no-effect control and ±100 the full control effect; nearly all actives have a fitted effect of over 60% in size
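Recombinant glycosomal PGK reaction used 1,3-bisphosphoglycerate generated in-well by GAPDH (100nM final) in 100mM TEA pH 7.6, 5mM MgCl2, 0.01% Tween-20. After 60 minutes at room temperature, ATP was read by Kinase-Glo Plus luminescence end-point.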
HP1b chromo inh = HP1-beta chromodomain-methylated histone interaction inhibition; AlphaScreen HP1-beta / biotin-H3K9me3 peptide binding; Potency, µM (doses to about 114 µM), for inactives: at the top dose activity change, negative = inhibition, hits mostly inhibitors; actives 0.56% (n = 390,000); AID 540317; further: nearly all actives have a fitted effect of over 70% in size; inactives centre near 23
Target sequence (P83916 whole entry, looked up): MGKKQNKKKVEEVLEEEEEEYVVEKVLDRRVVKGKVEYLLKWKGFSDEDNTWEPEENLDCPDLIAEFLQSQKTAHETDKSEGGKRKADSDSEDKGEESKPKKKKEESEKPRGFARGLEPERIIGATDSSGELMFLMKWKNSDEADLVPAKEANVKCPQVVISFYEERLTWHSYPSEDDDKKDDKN
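AlphaScreen: HP1-beta (50 nM) preformed 30 min with biotin-H3(1-18)K9me3 peptide (50 nM) in PBS pH 7.4, 0.01% Tween-20. Compound added for 30 min at RT, then streptavidin donor/nickel chelate acceptor beads (10 ug/mL) for 30 min.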
Pin1 inhibitor = blocks the human prolyl isomerase Pin1; Pin1 FP peptide displacement, HiFluor488, 10 min; Q13526; Potency, µM (series often up to 115 µM), for the others: at the top dose activity, negative = inhibition, hits mostly inhibitors; actives 0.009% (n = 390,000); AID 504891; active means well fitted inhibition curve with a large enough effect in the polarisation, with a control signal flat, not every such curve was filed as active; inconclusive means small, poorly fitted or top-dose-only effect, or effect the other way, or a change in a side signal; inactive means no such curve, though single readings can be large or run the other way; the % refers to the polarisation; further: on the % scale 0 is the no-effect control and ±100 the full control effect
Target sequence (Q13526 whole entry, looked up): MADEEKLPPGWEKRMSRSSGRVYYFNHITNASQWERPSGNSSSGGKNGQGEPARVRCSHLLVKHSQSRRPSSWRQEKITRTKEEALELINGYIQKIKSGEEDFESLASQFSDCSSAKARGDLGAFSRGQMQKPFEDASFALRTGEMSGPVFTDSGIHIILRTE
ERG-DNA inh = ERG Ets/DNA interaction inhibition; P11308; fluorescence polarization, His-ERG Ets domain / labelled DNA; Potency, µM (series often up to 76.9 µM), inactives show at the top dose FP activity, negative = inhibition, actives largely listed as inhibitors; actives 0.028% (n = 370,000); AID 624246; active means well fitted inhibition curve with a large enough effect in the polarisation, with a control signal flat; inconclusive means small, poorly fitted or top-dose-only effect, or effect the other way, or a change in a side signal; inactive means no such curve, though single readings can be large or run the other way; the % refers to the polarisation;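 further: polarization taken with two DNA probes labelled with fluorescein and Texas red; % of control where 0% means no effect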
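His-tagged ERG Ets domain (1 uM in the protein solution; 300mM KCl, 50mM Tris-HCl, 1mM EDTA, 1mM DTT, pH 7.5) received compound, then a probe mix of 5 nM fluorescein-DNA and 100nM Texas-615-DNA. Fluorescence polarization was read for both dyes.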
TrxR1 inh = inhibitors of rat thioredoxin reductase 1 | O89049 | recombinant rTrxR1, NADPH fluorescence consumption, selenite substrate | Potency, µM (top dose mostly 114 µM), for inactives: top-dose activity change, negative = inhibition, usual class: inhibitors | actives 1% (n = 390,000); further: on the % scale 0 is the no-effect control and ±100 the full control effect; nearly all actives have a fitted effect of over 65% in size
Target sequence (O89049 whole entry, looked up): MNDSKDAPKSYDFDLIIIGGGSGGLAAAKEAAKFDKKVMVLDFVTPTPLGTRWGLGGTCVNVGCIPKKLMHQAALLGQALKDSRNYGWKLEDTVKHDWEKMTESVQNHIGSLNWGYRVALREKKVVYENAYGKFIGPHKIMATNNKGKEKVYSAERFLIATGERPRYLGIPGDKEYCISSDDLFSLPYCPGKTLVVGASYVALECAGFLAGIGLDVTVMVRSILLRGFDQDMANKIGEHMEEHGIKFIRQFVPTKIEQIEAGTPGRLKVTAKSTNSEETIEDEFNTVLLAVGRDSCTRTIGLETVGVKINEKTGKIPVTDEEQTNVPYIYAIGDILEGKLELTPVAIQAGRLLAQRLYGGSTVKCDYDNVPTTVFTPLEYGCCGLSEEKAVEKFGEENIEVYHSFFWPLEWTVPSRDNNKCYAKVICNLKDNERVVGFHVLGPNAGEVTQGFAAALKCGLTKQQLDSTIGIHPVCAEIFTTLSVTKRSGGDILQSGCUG
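Rat TrxR1 (90 nM in the dispensed reagent) was pre-reduced with 400 uM NADPH for 5 min at room temperature, then incubated with compound for 15 min. After 400 uM selenite was added, NADPH fluorescence (Ex 340/Em 450 nm) was followed for 8 min.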
ALOX12 inh = ALOX12 (human) lipoxygenase inhibition; AID 1671190; actives 1.1% (n = 580,000); Potency, µM (top dose mostly 108 µM), inactives show at the top dose activity change, negative = inhibition, hits mostly inhibitors; purified 12hLO, xylenol orange hydroperoxide absorbance; further: on the % scale 0 is the no-effect control and ±100 the full control effect
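Purified human 12hLO at 150 nM in 25 mM Hepes, 0.01% Triton X-100, pH 7.0, preincubated 15 min at room temperature with compound. Reaction started with 40 uM arachidonic acid, 30 min at room temperature. Hydroperoxide measured by Fe-xylenol orange, 573/405 nm absorbance ratio.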
JMJD2A Tudor = JMJD2A Tudor domain (human) inhibition | Potency, µM (series often up to 114 µM), inactives show at the highest dose activity change, negative = inhibition, usual class: inhibitors | AlphaScreen JMJD2A-Tudor / H3K4me3 peptide binding | actives 4.4% (n = 390,000) | O75164; further: on the % scale 0 is the no-effect control and ±100 the full control effect; nearly all actives have a fitted effect of over 50% in size
RGS4 inhibitor = blocks human RGS4-accelerated GTP hydrolysis; Transcreener GDP fluorescence polarization, RGS4-accelerated GTP hydrolysis; Potency, µM (series often up to 114 µM), without a hit: at the top dose activity change, negative = inhibition, most hits filed as inhibitors; actives 0.039% (n = 390,000); further: on the % scale 0 is the no-effect control and ±100 the full control effect; nearly all actives have a fitted effect of over 75% in size; some results filed as inactive show a strong effect at the top dose
Target sequence (P49798 whole entry, looked up): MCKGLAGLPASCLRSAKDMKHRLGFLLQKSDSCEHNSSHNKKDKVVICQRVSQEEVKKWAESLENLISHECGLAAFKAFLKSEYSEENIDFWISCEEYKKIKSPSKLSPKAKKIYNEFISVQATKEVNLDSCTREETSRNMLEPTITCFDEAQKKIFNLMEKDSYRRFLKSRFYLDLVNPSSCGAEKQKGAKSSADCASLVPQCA
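MLSMR compounds (23 nl, pin-transferred) preincubated 10 min at room temperature with a 500nM (2x) first reagent, then RGS4 at 900nM (2x) plus Transcreener GDP mix added; fluorescence polarization (620/688 nm) read before and after 90 min at 30 °C.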
Active calls of the source: *; i = inactive; ? = inconclusive; · = no result given; & = joins results of further samples; [ ] = remark or other dose. Unless noted, the call rests on the fitted dose curve; in most records, active means well fitted curve in the direction sought with a large enough effect; inconclusive means small, poorly fitted or top-dose-only effect, or another doubt; inactive means no such curve, though single readings can be large; an effect the other way counts as inactive or inconclusive. Potency means the concentration at half of the fitted maximal effect. Only part of the results is shown; the hit share may differ from the screen's.

Pin1 inhibitor,RGS4 inhibitor,JMJD2A Tudor,GLS inh,ERG-DNA inh,HP1b chromo inh,TrxR1 inh,Tb PGK inh,ALOX12 inh,canonical_smiles
1.8%,-11.7%,11.2%,4.2%,-8.4%,20.5%,2.8%,2.7%,-11.7%,CCOC(=O)N1CCC2(CC1)OC(=O)C(C)=C2C(=O)NCc1cccc(F)c1
-1.4%,-18.3%,-10.8%,12.4%,2.6%,13.9%,-1.9%,i,4.2%,CC1(C)Nc2ccccc2N(CCC(=O)N2CCOCC2)C1=O
-1.4%,1.4%,-9.1%,0.0%,-5.2%,26.1%,3.5%,-9.5%,17.2%,O=C(N/N=C/c1ccc(OC(=O)c2ccco2)cc1)c1ccncc1
-8.8%,-0.7%,-7.6%,-0.9%,-15.7%,23.6%,13.2%,-7.7%,0.0%,O=C(C1CCCCC1)N1CCN(S(=O)(=O)c2cccc([N+](=O)[O-])c2)CC1
-10.1%,20.9%,1.26µM*,·,-4.2%,?,-9.1%,7.3%,?,CCOC(=O)C1CCCN(Cc2ccc(OC)cc2OC)C1 (stereo unspecified)
1.2%,6.7%,2.0%,2.6%,3.3%,43.6%[activator],10.1%,·,0.4%,CCCCC(C(=O)OCC)C(N)Cc1ccc(F)cc1 (stereo unspecified)
-0.5%,35.2%,-16.2%,6.9%,-2.5%,23.7%,13.5%[57.1 µM],5.0%,?,O=C(CN1CCN(C(=O)c2cccs2)CC1)NC1CCCCC1
-1.1%,1.1%,-16.2%,3.0%,7.3%,10.3%,-12.9%,-1.4%,9.9%,COC(=O)C1CCCCN1C(=O)c1cc(COc2cccc3cccnc23)on1 (stereo unspecified)
7.1%,-19.1%,-0.9%,0.8%,-9.2%,37.4%,0.9%,-5.6%,-18.0%,CCOc1ccc(Oc2nc(NCC(C)C)nc(NC(C)(C)C)n2)nn1
4.2%,-26.6%,-12.2%,2.7%,·,?,8.0%,·,?,CCOC(=O)c1c(NC(=O)/C=C/c2ccc(C)o2)sc(C)c1C
-0.7%,-20.4%,-3.0%,12.0%,10.8%,23.4%,?,i,1.7%,C/C=C(\C)CN1CCCC(N(C)CCc2ccc(OC)c(OC)c2)C1 (stereo unspecified)
-1.8%,12.3%,-6.9%,4.7%,-9.9%,20.0%,12.8%,-0.1%,-19.2%,COc1ccccc1NC(=O)Nc1cc(NC(=O)Nc2ccccc2OC)c(C)nc1C
5.0%,13.1%,12.0%,-1.3%,14.0%,48.1%[activator],13.5%,-5.9%,-3.9%,CCCOc1ccc(C(=O)CCCC(=O)c2ccc(OCCC)cc2)cc1
-0.9%,2.1%,-0.7%,-14.9%,12.5%,19.2%,29.2%,-4.5%,10.9%,Cn1nc(C(=O)Nc2sc3c(c2C#N)CCCC3)ccc1=O
-0.1%,7.8%,-7.7%,0.7%,1.8%,18.7%,19.7%,-0.6%,0.0%,Cn1ncc2c(N3CCCCC3)nc(NCCCO)nc21
-3.1%,13.1%,-13.6%,?,-1.8%,-0.5%,7.2%,-3.5%,-0.9%,Cc1oc2ncn(C)c(=O)c2c1C(=O)NCc1ccccc1
0.7%,?,39.8µM*,?,-7.3%,-12.2%,9.2%[57.1 µM],-5.1%,?,CC(C)(C)c1cc(-c2n[nH]c(=S)n2-c2ccc(Cl)cc2)n[nH]1
3.0%,14.5%,-3.7%,1.8%,-6.6%,19.2%,14.6%,-2.1%,8.2%,CCN(CC(=O)NCc1cccs1)CC(=O)Nc1cccc(S(N)(=O)=O)c1
0.6%,-8.3%,1.0%,4.4%,2.9%,48.4%[activator],-7.9%,i,322.7%[activator],O=C(COC(=O)CSc1ccc(F)cc1)NC1CCCCCC1
-2.8%,-10.3%,-24.2%,11.0%,11.4%,5.2%,-11.7%,-7.9%,0.6%,COc1ccc(NC(=O)CN2CCC(Cc3ccccc3)CC2)cc1S(=O)(=O)N1CCOCC1
4.3%&-5.2%,?,?,10.2%&3.5%,0.7%&-2.4%,27.4%&25.8%,16.7%&4.9%[57.1 µM],-2.0%&-7.4%,?,CCOC(=O)Nc1ccc2c(c1)N(C(=O)OCCN(C)C)c1ccccc1CC2
5.5%,-8.3%,-18.8%,-8.0%,4.7%,23.4%[57 µM],-12.7%[57.1 µM],18.9%,-24.1%,CC1CCN(C(=O)CSc2c(C(C)C)cnc3c2c(=O)n(C)c(=O)n3C)CC1
6.2%,-7.5%,-15.2%,4.7%,-1.0%,15.7%,6.7%,i,-11.2%,CC1CCCN(C(=O)CNC(=O)c2sc3ccccc3c2Cl)C1 (stereo unspecified)
-0.5%,13.6%,1.3%,2.7%,5.1%,15.0%[57 µM],21.2%,i,3.6%,CCC(C(=O)N1CCOCC1)n1nc(C)c2c(C)n(-c3ccccc3)nc2c1=O (stereo unspecified)
-9.3%,24.2%,-7.6%,9.4%,-4.2%,20.4%,22.8%,1.1%,6.9%,COc1cc(OC)c(NC(=O)N2CCN3CCCCC3C2)cc1Cl (stereo unspecified)
-1.1%&8.6%,20.0%&-6.6%,-2.1%&5.5%,9.0%&-4.5%,2.2%&-6.1%,21.5%&47.4%,-22.0%&10.6%,2.0%&-7.8%,?,CCC(C)NC(=O)Cn1cnc2sc(C)c(S(=O)(=O)N3CCN(c4ccccc4OC)CC3)c2c1=O (stereo unspecified)
-1.9%,3.4%,-3.5%,-1.2%,4.4%,36.6%,-1.6%,3.2%,-4.8%,CC(C)CCNC(=O)C1CC(c2ccccc2C(F)(F)F)=NO1 (stereo unspecified)
-0.4%,-44.4%,-27.9%,15.5%,2.6%,30.6%[activator],-23.6%,8.8%,?,C/C(=N/NS(=O)(=O)c1ccc(Br)cc1)c1c[nH]c2ccccc12
-2.9%,13.2%,-19.9%,1.5%,0.2%,33.4%,13.2%,i,-21.6%,CCOc1ccc(CCNC(=O)c2cc3cc4ccc(OC)cc4nc3s2)cc1OCC
15.6%,-16.1%,-15.2%,11.4%,0.1%,24.2%,-7.4%,-7.7%,-1.9%,CCOC(=O)c1c(C)n(C)c2ccc(OC(=O)c3ccc(N4C(=O)CCC4=O)cc3)cc12

3 compounds from above, ordered by the number in Tb PGK inh, ascending:
SMILES,Tb PGK inh
Cn1ncc2c(N3CCCCC3)nc(NCCCO)nc21,-0.6%
COc1ccccc1NC(=O)Nc1cc(NC(=O)Nc2ccccc2OC)c(C)nc1C,-0.1%
COc1cc(OC)c(NC(=O)N2CCN3CCCCC3C2)cc1Cl (stereo unspecified),1.1%

New compounds follow:
Pin1 inhibitor,RGS4 inhibitor,JMJD2A Tudor,GLS inh,ERG-DNA inh,HP1b chromo inh,TrxR1 inh,Tb PGK inh,ALOX12 inh,canonical_smiles
-0.8%,-2.3%,-7.7%,2.6%,11.8%,19.3%,9.8%,-5.6%,0.0%,COc1ccc(OC)c(NC(=O)Cc2c(C(=O)O)n(C)c3ccccc23)c1
-14.0%,6.1%,56.2µM*,-13.0%,5.0%,8.4%,?,-10.0%,?,Cc1cc(/C=C2\SC(=O)N(C)C2=O)c(C)n1-c1cccc(C(=O)O)c1
17.7%,-3.5%,-22.9%,10.3%,1.9%,10.6%,-11.1%,5.3%,-17.2%,Cc1ccn2c(NC(=O)C(C)(C)Oc3ccc(Cl)cc3)c(-c3cccs3)nc2c1
-1.3%,-8.1%,-2.4%,2.9%,-2.3%,32.2%[activator],2.1%,14.1%,16.2%,COc1ccc(C2CC(C(F)(F)F)n3nc(C(=O)N(C)Cc4cn(C)nc4C)c(Cl)c3N2)cc1 (stereo unspecified)
-1.4%,-19.0%,-18.7%,4.2%,-2.7%,17.4%,2.8%,i,8.3%,CCOC(=O)c1c(-c2ccccc2)c2cc(OC)ccc2n1CCCN(C)C
-2.5%,-11.3%,-6.0%,7.6%,-2.5%,28.4%,24.3%,3.8%,13.9%,O=C(Nc1ccccc1F)c1ccc2c(c1)CCN2S(=O)(=O)c1ccccc1
0.4%,7.3%,-30.8%,12.2%,-9.4%,17.8%,1.5%[57.1 µM],-2.5%,-16.5%,COCCNC(=O)c1onc(CSc2cccc(Cl)c2)c1C(=O)O
1.5%,15.7%,-5.4%,-2.9%,-4.9%,21.0%,0.8%,0.3%,-0.5%,C=CCCCCc1nc2ccccc2c(=O)n1N
3.1%,6.5%,-15.3%,-11.2%,-1.5%,9.0%,12.1%,-0.3%,5.7%,CCOCCCNC(=O)CNC(=S)N(Cc1ccccc1F)C1CCCCC1
-15.9%,-13.5%,-24.5%,13.8%,-0.1%,-0.5%,9.8%,i,-28.6%,Cc1c(CNC2CCCCCC2)c(C(=O)O)c(C)n1Cc1ccc(F)cc1
2.0%,8.1%,-20.4%,-0.6%,-5.9%,18.7%,-1.9%[57.1 µM],-2.5%,22.0%,CC1CCN(C(=O)c2ccc(CSc3nc4ccncc4n3Cc3ccc(F)cc3)cc2)CC1
-1.3%&-1.9%,18.4%,-0.7%&-9.6%,-11.5%,·,50.9%[activator],16.3%,-7.8%,-0.2%,O=S(=O)(NC1CCN(S(=O)(=O)c2c(F)cccc2F)C1)c1ccc2c(c1)OCCO2 (stereo unspecified)
5.4%,-15.1%,-7.2%,1.0%,4.8%,5.0%,22.1%,-5.7%,-16.8%,Cc1ccc(NC(=O)c2c(NC(=O)Cc3ccccc3)sc3c2CCCC3)cc1
